GPR55 antagonists: inhibition of LPI-stimulated GPR55 beta-arrestin translocation – imaging, U2OS, beta-arrestin-GFP, LPI agonist, primary screen (AID 2013). U2OS GPR55 beta-arrestin-GFP translocation imaging, LPI antagonism; higher % means a stronger effect. one-dose inhibition, % at 10 µM; IC50 in µM for titrated hits. actives 0.13% (n = 290,000);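 active = spots per cell inhibited over 60%, with over 100 cells counted and total cytoplasm intensity under 500,000; inconclusive = wells with under 100 cells, flagged as likely toxic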;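 note: U2OS cells stably carrying GPR55 and arrestin-GFP stimulated by 5 µM LPI near EC80; imaged beta-arrestin-GFP aggregate spots per cell after agonist stimulation; plate controls were LPI-stimulated DMSO wells for no effect and DMSO wells without LPI for full effect; some results filed as inactive read as strong as hits; confirmed hits need IC50 under 10 µM and bright autofluorescent wells are also inconclusive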
NS5 inhibitors: Dengue-2 NS5 methyltransferase inhibitors, primary screen, biochemical, confirmation dose response (AID 588689). Dengue-2 NS5 methyltransferase capping enzyme assay, biochemical; higher % means a stronger effect. inhibition, % at 25 µM; hits with a dose series show IC50 in µM. actives 0.3% (n = 340,000); in the data active = a potency from the dose series; inconclusive = inhibition above about 29% without an active follow-up result
HIV peptide binding: cell-free HIV fusion peptide-binding blockers – biochemical, uHTS, fluorescence dequenching, primary screen (AID 1986). inhibition, % at 20 µM, or IC50 in µM where a hit was titrated. actives 0.3% (n = 290,000). cell-free peptide binding, fluorescence dequenching, 30 min; higher % means a stronger effect; in the data active = inhibition mostly above about 52%, no sharp cut-off; inactive = mostly below about 76%; note: some results filed as inactive read as strong as hits
Siah-1 displacement: blockers of Siah-1 interaction with plectin peptide – biochemical, fluorescence polarization, rhodamine-plectin, uHTS, primary screen (AID 1817). Siah-1 / rhodamine-plectin peptide fluorescence polarization; higher % means a stronger effect. displacement, % at 20 µM; hits with a dose series show IC50 in µM. actives 0.02% (n = 290,000);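 active = displacement of at least 50% at 20 µM, with a fluorescence ratio check between 0.3 and a set limit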;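 note: plate controls were Siah plus tracer with DMSO for no effect and tracer alone without Siah for full effect; strong numbers were not always called active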
NTR1 ag: agonists of NTR1, primary screen, imaging, U2OS cells, beta-arrestin-GFP, high content (AID 493036); P30989; NTR1-U2OS beta-arrestin-GFP spot imaging, agonist mode; activation, % at 20 µM; actives 0.17% (n = 330,000);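 active = activation at or above 40% of the spot to cytoplasm intensity ratio, with at least 20 cells analyzed; inconclusive = wells under 20 cells, flagged as cytotoxic or low count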;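 note: 0% = DMSO without peptide and 100% = 100 nM NTR1 peptide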
Target sequence (P30989 whole entry, looked up): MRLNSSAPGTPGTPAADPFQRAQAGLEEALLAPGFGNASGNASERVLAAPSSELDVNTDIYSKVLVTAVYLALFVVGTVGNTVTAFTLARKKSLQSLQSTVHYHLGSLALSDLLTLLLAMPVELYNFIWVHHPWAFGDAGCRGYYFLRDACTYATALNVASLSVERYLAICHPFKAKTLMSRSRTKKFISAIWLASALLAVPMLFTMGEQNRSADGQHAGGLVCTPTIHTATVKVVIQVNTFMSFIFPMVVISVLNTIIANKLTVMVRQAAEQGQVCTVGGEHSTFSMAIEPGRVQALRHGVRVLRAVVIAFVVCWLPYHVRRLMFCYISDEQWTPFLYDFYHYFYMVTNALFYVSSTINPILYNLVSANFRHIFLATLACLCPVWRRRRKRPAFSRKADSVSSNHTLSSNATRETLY
AID2073: inhibitors of Mint1-CaV2.2 protein interaction, biochemical, HTRF (AID 2073); HTRF protein-protein interaction, Mint1-CaV2.2; higher % means a stronger effect; one-dose inhibition, % at 20 µM; IC50 in µM for titrated hits; actives 0.19% (n = 290,000); in the data active = inhibition mostly above about 51%, no sharp cut-off; inconclusive = no clear call, values can overlap the other calls; inactive = mostly below about 53%; note: some results filed as inactive read as strong as hits
UTI89 phage lysis: inhibition of K1F phage lysis, E. coli UTI89, bacterial capsule biogenesis inhibitors, alamar blue (AID 488966) | inhibition, % at 100 µM; hits with a dose series show IC50 in µM | E. coli UTI89 K1F phage lysis, alamar blue, 2 h; higher % means a stronger effect | actives 0.02% (n = 340,000);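 active = phage lysis inhibition, versus mean bacterial control, above a set limit; inconclusive = no clear call, values can overlap the other calls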;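 note: capsule biogenesis inhibitors block K1F phage lysis so surviving cells raise fluorescence; higher fluorescence means more inhibition of phage lysis; actives were called in the ten point dose series up to 300 µM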
GPR35 antagonists: GPR35 antagonists blocking zaprinast-driven arrestin recruitment, primary screen, imaging, U2OS, beta-arrestin-GFP, zaprinast agonist (AID 2058); U2OS GPR35 beta-arrestin-GFP translocation imaging, zaprinast antagonism; higher % means a stronger effect; inhibition, % at 10 µM; hits with a dose series show IC50 in µM; actives 0.052% (n = 290,000);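 active = inhibition of at least 50% with at least 30 cells and total cytoplasm GFP at most 10,000,000; inconclusive = under 30 cells or total GFP of 10,000,000 plus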
GPR55 beta-arrestin: GPR55 agonists via beta-arrestin recruitment, primary screen, imaging, U2OS cells, beta-arrestin-GFP redistribution (AID 1961). U2OS GPR55 beta-arrestin-GFP redistribution imaging; higher % means a stronger effect. one-dose activation, % at 10 µM; EC50 in µM for titrated hits. actives 0.048% (n = 290,000);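 active = activation above 40% with more than 50 cells counted in the well; inconclusive = wells holding fewer than 50 cells, flagged as toxic or sparse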;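 note: U2OS osteosarcoma cells stably expressing GPR55 and beta-arrestin-GFP; plate controls were DMSO negative control for no effect and LPI positive control for full effect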
NTR1 ag cell count 20 µM: further read-out of NTR1 ag, marked with its call; cell count; measured here: cell count, cytotoxicity flag
Active calls of the source: *; u = inconclusive; x = not tested or not shown; [ ] = remark or other dose. An unsorted share of the library (roughly 1.2% active in at least one column).

SMILES	GPR55 antagonists	NS5 inhibitors	HIV peptide binding	Siah-1 displacement	NTR1 ag	NTR1 ag cell count 20 µM	AID2073	UTI89 phage lysis	GPR35 antagonists	GPR55 beta-arrestin
CCOP(=O)(OCC)C(NC(=O)Nc1ccc(Cl)c(Cl)c1)C(N)=O (configuration not stated)	4%	0%	1.0%	4%	1.4	55	-1%	6.9%	0%	-0.1%
COc1ccc2[nH]c3c(N4CCN(Cc5ccc6c(c5)OCO6)CC4)ncnc3c2c1	0%	-1%	3.8%	3%	11	25	2%	-0.8%	9%	-0.2%
O=C(Cn1nnc(-c2ccncc2)n1)NCCc1ccccc1	-8%	-3%	1.0%	1%	-0.5	57	13%	4.7%	8%	0.0%
COC(=O)c1ccc(Oc2ccc(C(F)(F)F)cn2)cc1	0%	0%	1.1%	4%	-1.5	73	-7%	0.5%	1%	1.0%
O=C(CCNC(=O)C1CCN(S(=O)(=O)c2ccc(F)cc2)CC1)NCc1ccncc1	2%	-7%	0.6%	5%	0.0	64	9%	-0.3%	3%	0.1%
Cc1ccc(C(=O)NCc2nnc(SCC(=O)Nc3ccccc3)n2C)cc1	-3%	-1%	1.6%	2%	0.8	60	2%	6.9%	20%	0.6%
Cc1ccc(NS(=O)(=O)c2ccc(-c3ccc(=O)[nH]n3)o2)cc1	4%	-16%	0.4%	4%	0.4	63	-4%	0.1%	-4%	-0.2%
O=C(NCCCc1nc2ccccc2[nH]1)c1ccco1	-21%	-11%	-1.4%	-2%	0.0	63	0%	1.8%[50 µM]	13%	0.4%
CCCCCCSC1=C(C#N)C(c2ccc(C)o2)CC(=O)N1 (configuration not stated)	-1%	-1%	2.6%	0%	9.0	55	-6%	0.2%	-4%	-0.1%
CCc1nn(CC(=O)NCCCN(CC)CC)c(=O)c2cc3sc(C)cc3n12	12%	3%	2.4%	11%	0.7	49	13%	-1.1%[50 µM]	-4%	0.3%
COc1cccc(NC(=O)CCNS(=O)(=O)c2cccc3nsnc23)c1	-5%	x	0.2%	1%	-0.4	28	4%	0.8%	-14%	-0.3%
O=C(CSc1nnc(-c2ccccc2)o1)c1nnc(-c2ccccc2)o1	-6%	18%	-2.9%	-4%	0.0	34	18%	-0.4%	0%	-0.1%
Clc1ccc(C2CC(c3cccs3)n3ncnc3N2)c(Cl)c1 (configuration not stated)	5%	-7%	0.4%	10%	4.8	56	-17%	4.7%	2%	-0.1%
Cc1cccc(-n2nc(C(=O)c3ccco3)cc(-c3nc4ccccc4[nH]3)c2=N)c1	-11%	2%	8.8%	-12%	10	101	14%	0.4%	-20%	0.4%
O=C(/C=C/c1ccc2c(c1)OCO2)c1ccc[nH]1	-4%	-10%	2.7%	4%	1.4	56	12%	2.4%[50 µM]	7%	-0.2%
COc1cc(/C=c2\sc3nc(=O)c(-c4ccccc4)nn3c2=O)ccc1OCCC(C)C	1%	-3%	62%	-3%	x	x	12%	0.2%	18%	-0.1%
O=C(CSc1nc2[nH]ncc2c(=O)[nH]1)N1CCCC1	9%	-6%	-0.8%	-4%	-0.4	79	u	2.2%	18%	-0.1%
CN(C)S(=O)(=O)c1cccc(C(=O)NCCOC(=O)c2cc(F)c(F)cc2Cl)c1	1%	-5%	-0.1%	-1%	-0.5	40	11%	-0.2%	9%	-0.1%
O=C(c1ccccc1)N1CCN(C(=O)c2cccnc2)CC1	9%	-7%	2.0%	0%	-0.5	70	-1%	0.2%	0%	-0.1%
Cc1cc(C(F)(F)F)n2nc(-c3cnn(C)c3C(F)(F)F)cc2n1	16%	-3%	0.4%	6%	-1.3	80	8%	0.1%	3%	-0.1%
CN(CC(=O)Nc1ccc(F)c(F)c1F)C(=O)CN1C(=O)C2CCCCC2C1=O (configuration not stated)	2%	-3%	0.5%	4%	-0.1	65	8%	0.0%	3%	0.0%

13 of the compounds above, as a markdown table:
| Compound | GPR55 antagonists | NS5 inhibitors | HIV peptide binding | Siah-1 displacement | NTR1 ag | NTR1 ag cell count 20 µM | AID2073 | UTI89 phage lysis | GPR35 antagonists | GPR55 beta-arrestin |
| --- | --- | --- | --- | --- | --- | --- | --- | --- | --- | --- |
| Cc1ccc(NS(=O)(=O)c2ccc(-c3ccc(=O)[nH]n3)o2)cc1 | 4% | -16% | 0.4% | 4% | 0.4 | 63 | -4% | 0.1% | -4% | -0.2% |
| O=C(NCCCc1nc2ccccc2[nH]1)c1ccco1 | -21% | -11% | -1.4% | -2% | 0.0 | 63 | 0% | 1.8%[50 µM] | 13% | 0.4% |
| CCCCCCSC1=C(C#N)C(c2ccc(C)o2)CC(=O)N1 (configuration not stated) | -1% | -1% | 2.6% | 0% | 9.0 | 55 | -6% | 0.2% | -4% | -0.1% |
| CCc1nn(CC(=O)NCCCN(CC)CC)c(=O)c2cc3sc(C)cc3n12 | 12% | 3% | 2.4% | 11% | 0.7 | 49 | 13% | -1.1%[50 µM] | -4% | 0.3% |
| COc1cccc(NC(=O)CCNS(=O)(=O)c2cccc3nsnc23)c1 | -5% | x | 0.2% | 1% | -0.4 | 28 | 4% | 0.8% | -14% | -0.3% |
| O=C(CSc1nnc(-c2ccccc2)o1)c1nnc(-c2ccccc2)o1 | -6% | 18% | -2.9% | -4% | 0.0 | 34 | 18% | -0.4% | 0% | -0.1% |
| Clc1ccc(C2CC(c3cccs3)n3ncnc3N2)c(Cl)c1 (configuration not stated) | 5% | -7% | 0.4% | 10% | 4.8 | 56 | -17% | 4.7% | 2% | -0.1% |
| Cc1cccc(-n2nc(C(=O)c3ccco3)cc(-c3nc4ccccc4[nH]3)c2=N)c1 | -11% | 2% | 8.8% | -12% | 10 | 101 | 14% | 0.4% | -20% | 0.4% |
| O=C(/C=C/c1ccc2c(c1)OCO2)c1ccc[nH]1 | -4% | -10% | 2.7% | 4% | 1.4 | 56 | 12% | 2.4%[50 µM] | 7% | -0.2% |
| COc1cc(/C=c2\sc3nc(=O)c(-c4ccccc4)nn3c2=O)ccc1OCCC(C)C | 1% | -3% | 62% | -3% | x | x | 12% | 0.2% | 18% | -0.1% |
| O=C(CSc1nc2[nH]ncc2c(=O)[nH]1)N1CCCC1 | 9% | -6% | -0.8% | -4% | -0.4 | 79 | u | 2.2% | 18% | -0.1% |
| CN(C)S(=O)(=O)c1cccc(C(=O)NCCOC(=O)c2cc(F)c(F)cc2Cl)c1 | 1% | -5% | -0.1% | -1% | -0.5 | 40 | 11% | -0.2% | 9% | -0.1% |
| O=C(c1ccccc1)N1CCN(C(=O)c2cccnc2)CC1 | 9% | -7% | 2.0% | 0% | -0.5 | 70 | -1% | 0.2% | 0% | -0.1% |

An excerpt of these results, with bars between the fields:
canonical_smiles | GPR55 antagonists | NS5 inhibitors | HIV peptide binding | Siah-1 displacement | NTR1 ag | NTR1 ag cell count 20 µM | AID2073 | UTI89 phage lysis | GPR35 antagonists | GPR55 beta-arrestin
Clc1ccc(C2CC(c3cccs3)n3ncnc3N2)c(Cl)c1 (configuration not stated) | 5% | -7% | 0.4% | 10% | 4.8 | 56 | -17% | 4.7% | 2% | -0.1%
COC(=O)c1ccc(Oc2ccc(C(F)(F)F)cn2)cc1 | 0% | 0% | 1.1% | 4% | -1.5 | 73 | -7% | 0.5% | 1% | 1.0%
